Bioassay records as filed in PubChem BioAssay.
FLuc counter – inhibits or activates purified firefly luciferase, miR-21 counter-screen; P08659; purified FLuc, Km substrates, luminescence inhibition; AID 588342; hit rate 6.9% among 360,000; Potency, µM (doses to about 57.5 µM), for inactives: top-dose activity change, negative = inhibition, actives largely listed as inhibitors;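 further: potency means the concentration at half of the fitted maximal effect; plate controls were vehicle for no effect and reference inhibitor for full effect; nearly all actives have a fitted effect of over 55% in size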
Target sequence (P08659 whole entry, looked up): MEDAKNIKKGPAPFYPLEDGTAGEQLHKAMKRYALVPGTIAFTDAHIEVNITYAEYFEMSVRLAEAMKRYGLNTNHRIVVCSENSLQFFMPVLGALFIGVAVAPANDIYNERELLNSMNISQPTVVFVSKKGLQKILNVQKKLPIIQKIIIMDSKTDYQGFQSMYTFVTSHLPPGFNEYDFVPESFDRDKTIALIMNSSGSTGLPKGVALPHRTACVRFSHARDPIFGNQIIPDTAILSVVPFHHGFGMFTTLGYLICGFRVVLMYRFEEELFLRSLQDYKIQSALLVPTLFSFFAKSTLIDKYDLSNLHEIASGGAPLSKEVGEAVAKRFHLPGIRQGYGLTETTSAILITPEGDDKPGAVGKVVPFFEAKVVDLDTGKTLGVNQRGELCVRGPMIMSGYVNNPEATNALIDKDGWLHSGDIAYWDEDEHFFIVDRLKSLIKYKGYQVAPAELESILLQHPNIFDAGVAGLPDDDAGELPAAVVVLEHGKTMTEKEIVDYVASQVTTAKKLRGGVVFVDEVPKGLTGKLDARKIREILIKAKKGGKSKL
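Purified P. pyralis luciferase, 10 nM final, with Km-level 10 uM D-luciferin and 10 uM ATP in 50 mM Tris acetate pH 7.5, 10 mM Mg acetate, 0.01% Tween-20, 0.05% BSA; 6-point qHTS titration about 60 µM downward; luminescence read.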
Gal4-VP16 FLuc – Gal4-VP16 reporter inhibition counter-screen. Drosophila S2 Gal4-VP16 UAS-luciferase, luminescence, 20 h. Potency, µM (doses to about 53.6 µM), for inactives: at the highest dose activity, negative = inhibition, actives largely listed as inhibitors. hit rate 3.5% among 310,000. AID 2546;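 further: Gal4-VP16 expression switched on by copper sulfate through the metallothionein promoter; potency means the concentration at half of the fitted maximal effect; on the % scale 0 is the no-effect control and ±100 the full control effect; nearly all actives have a fitted effect of over 50% in size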
NPC1 promoter act – activates the NPC1 promoter; Huh7 NPC1 promoter luciferase reporter, 24 h; Potency, µM (series often up to 9.22 µM), for inactives: at the highest dose activation, usual class: activators; hit rate 2.4% among 320,000;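 further: potency means the concentration at half of the fitted maximal effect; % of control where 0% means no effect; nearly all actives have a fitted effect of over 60% in size; reporter is driven by a mutant NPC1 promoter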
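Huh7 reporter cells (NPC1 promoter driving luciferase) are dosed with compound for 24 h at 37 °C, 5% CO2; luciferase detection reagent is then added and luminescence measured after 10 min at ambient temperature.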
p53 reactivation – restores transcriptional activity of mutant p53; H1299 p53-A138V BP100-luciferase reporter, luminescence, 24 h; hit rate 0.063% among 320,000; Potency, µM (top dose mostly 92.2 µM), for inactives: top-dose activity change, positive = activation, most hits filed as activators; AID 504706; further: potency means the concentration at half of the fitted maximal effect; % of control where 0% means no effect; nearly all actives have a fitted effect of over 45% in size
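H1299 (p53-null), stable ts p53-A138V + BP100-Luc; 1000 cells/well, Opti-MEM/10% FBS; cpd 4 pt, 1:5; 24 h, 37 deg C, 5% CO2; detection reagent 10 min RT; luminescence.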
RORgamma inh – ROR gamma (mouse) transcription inhibition | Drosophila S2 Gal4-RORgamma UAS-luciferase reporter, 20 h | hit rate 5.4% among 310,000 | Potency, µM (doses to about 53.6 µM), inactives show at the top dose activity change, negative = inhibition, usual class: inhibitors | P51450; further: potency means the concentration at half of the fitted maximal effect; on the % scale 0 is the no-effect control and ±100 the full control effect; nearly all actives have a fitted effect of over 60% in size
Target sequence (P51450 whole entry, looked up, the tested form may be a part): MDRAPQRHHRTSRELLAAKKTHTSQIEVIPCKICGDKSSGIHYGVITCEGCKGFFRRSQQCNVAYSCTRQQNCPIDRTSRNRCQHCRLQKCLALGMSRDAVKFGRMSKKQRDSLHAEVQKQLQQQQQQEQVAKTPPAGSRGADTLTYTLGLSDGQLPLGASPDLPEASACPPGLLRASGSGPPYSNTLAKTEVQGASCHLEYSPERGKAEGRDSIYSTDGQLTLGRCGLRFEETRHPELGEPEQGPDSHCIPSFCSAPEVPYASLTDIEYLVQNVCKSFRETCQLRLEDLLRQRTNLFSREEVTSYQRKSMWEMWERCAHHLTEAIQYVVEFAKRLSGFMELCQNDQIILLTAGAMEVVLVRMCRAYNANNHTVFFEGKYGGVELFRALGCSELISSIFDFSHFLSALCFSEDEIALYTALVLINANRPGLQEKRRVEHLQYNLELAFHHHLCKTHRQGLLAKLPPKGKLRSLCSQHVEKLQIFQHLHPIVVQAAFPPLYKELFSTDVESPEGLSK
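In this cell-based reporter format, copper sulfate (700 uM final) drives Gal4–ROR gamma fusion expression from a metallothionein promoter in Drosophila Schneider cells; compounds preincubated 1 hr, reporter read after 20 hr at ambient temperature.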
ELG1 DNA repair – ELG1-dependent DNA repair inhibition. AID 504467. HEK293T ELG1-luciferase reporter, luminescence, 16 h; DNA damage induced by 5-fluorouridine. Potency, µM (series often up to 46.1 µM), without a hit: at the highest dose activity change, negative = inhibition, actives largely listed as inhibitors. hit rate 2.3% among 330,000; further: potency means the concentration at half of the fitted maximal effect; on the % scale 0 is the no-effect control and ±100 the full control effect; nearly all actives have a fitted effect of over 55% in size
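Overnight (16 hr) co-exposure of 2,000 cells/well to 5-fluorouridine and compound at 37 °C preceded detection. Luciferase was quantified via ONE-Glo luminescence; loss of signal denotes inhibition.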
BRCA1 expr up – BRCA1 expression activation. hit rate 1.1% among 380,000. Potency, µM (doses to about 46.1 µM), inactives show at the top dose activation, hits mostly activators. AID 624202. MCF7-BRCA1-FFLuc reporter, luminescence, 48 h; response scale: scaled: vehicle 0%, 10 µM genistein 100%; further: potency means the concentration at half of the fitted maximal effect; nearly all actives have a fitted effect of over 80% in size; some results filed as inactive show a strong effect at the top dose
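48 h compound treatment of MCF7-BRCA1-FFLuc cells (phenol-red free MEM, 37 °C), then 15 min with luciferase substrate and luminescence imaging.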
Tb PFK block – inhibitors of T. brucei phosphofructokinase. AID 485367. Potency, µM (titrated, usually from 57.5 µM), without a hit: top-dose activity, negative = inhibition, hits mostly inhibitors. hit rate 0.17% among 330,000. T. brucei PFK, ADP-Glo luminescence;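 further: potency means the concentration at half of the fitted maximal effect; 0% = uninhibited 1x PFK enzyme wells and -100% = no-enzyme wells; nearly all actives have a fitted effect of over 60% in size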
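Compounds were pin-transferred as a titration series up to 57 uM into substrate buffer (0.5 mM F6P, 0.1 mM ATP, pH 8.0), then 1.25 nM PFK was added and reactions ran 45 min before ADP-Glo detection.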
Rab9 promoter act – activators of Rab9 promoter | Potency, µM (top dose mostly 9.22 µM), inactives show at the top dose activation, negative = inhibition, hits mostly activators | AID 485297 | hit rate 2.8% among 320,000 | Huh7 Rab9 promoter-luciferase reporter, luminescence, 24 h; further: potency means the concentration at half of the fitted maximal effect; % of control where 0% means no effect; nearly all actives have a fitted effect of over 60% in size
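Cell-based reporter: Huh7 stable for Rab9 promoter-driven luciferase, plated in reduced-serum medium with 10% FBS at 1500 cells/well, compound-treated 24 h at 37 °C, luminescence read after 10 min reagent.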
ELG1 genotox – induces genotoxicity in HEK293T cells with luciferase-tagged ELG1 | hit rate 1.3% among 330,000 | Potency, µM (top dose mostly 46 µM), for inactives: at the top dose activity change, positive = activation, most hits filed as activators | HEK293T ELG1-luciferase reporter, luminescence, 16 h; further: potency means the concentration at half of the fitted maximal effect; % of control where 0% means no effect; nearly all actives have a fitted effect of over 60% in size
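HEK293T cells expressing luciferase-tagged ELG1 were exposed to compound or DMSO vehicle for 16 hr at 37 °C and 5% CO2. Luciferase activity was then measured with ONE-Glo after 30 min at room temperature.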
TRPV1 agonist – agonists of human vanilloid receptor 1 (TRPV1); Q8NER1; TRPV1-expressing cells, Fluo-8 calcium influx, agonist mode; activation, % at 8.33 µM; hit rate 0.19% among 320,000; in the data active means activation above about 80%; inconclusive means between about 30% and that limit; further: 0% is about no effect
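TRPV1-expressing cells were cultured overnight at 35.5C and loaded with Fluo-8 calcium dye for 40 to 90 min at room temperature. After a 10 s baseline, compound was added and calcium influx was read kinetically for 3 min (ex 480/em 520 nm).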
The depositor's hits bear a star; ? = inconclusive; · = no result given; & = joins results of further samples; [ ] = another dose, or the depositor's remark. Unless noted, the call rests on the fitted dose curve; in most records, active means well fitted curve in the direction sought with a large enough effect; inconclusive means small, poorly fitted or top-dose-only effect, or another doubt; inactive means no such curve, though single readings can be large; an effect the other way counts as inactive or inconclusive. No enrichment for hits; about 15% have a hit in one of these screens.

The opening four compounds (preview)
1. O=C(NCc1cccnc1)C(=O)Nc1nc2ccccc2s1
2. CC(NC(=O)CCC(=O)c1cccs1)c1ccccc1 (centres undefined)
3. CC(Nc1ccc(Cl)c(Cl)c1)C(=O)NN (centres undefined)
4. COc1cccc(/C=N/n2c(=S)n(C)c3cc(C)c(C)cc32)c1OC
entry no.	1	2	3	4
FLuc counter	15µM*	-2%	0%	-4%
Gal4-VP16 FLuc	2%	·	3%	-2%
NPC1 promoter act	14%	2%	-1%	-2%
p53 reactivation	1%	-6%	-1%	-4%
RORgamma inh	-5%	·	8%	-40%
ELG1 DNA repair	?	?	0%	-5%
BRCA1 expr up	-18%	29%	-10%	2%
Tb PFK block	-7%	-3%	?	-4%
Rab9 promoter act	22%	8%	-1%	1%
ELG1 genotox	?	8%	0%	-3%
TRPV1 agonist	0	-2	?	0

Results, from the first entry:
1. O=C(NCc1cccnc1)C(=O)Nc1nc2ccccc2s1
2. CC(NC(=O)CCC(=O)c1cccs1)c1ccccc1 (centres undefined)
3. CC(Nc1ccc(Cl)c(Cl)c1)C(=O)NN (centres undefined)
4. COc1cccc(/C=N/n2c(=S)n(C)c3cc(C)c(C)cc32)c1OC
5. C#CCSC1=C(C#N)C(c2cccs2)C(C(=O)OCC)=C(C)N1 (centres undefined)
6. COc1cc(NC(=O)C2CCCN(c3ncccn3)C2)cc(OC)c1 (centres undefined)
7. COc1ccccc1NC(=S)N(C(C)C)C(C)c1ccccn1 (centres undefined)
8. CC(Oc1ccc(Br)cc1)C(=O)NCC(c1ccco1)N1CCCCC1 (centres undefined)
entry no.	1	2	3	4	5	6	7	8
FLuc counter	15µM*	-2%	0%	-4%	0%[2.3 µM]	-5%	4%	0%
Gal4-VP16 FLuc	2%	·	3%	-2%	?	-1%	-4%[10 µM]	·
NPC1 promoter act	14%	2%	-1%	-2%	15%	-1%	-16%	-3%
p53 reactivation	1%	-6%	-1%	-4%	14%	-17%	2%	4%
RORgamma inh	-5%	·	8%	-40%	23%	?	13µM*	·
ELG1 DNA repair	?	?	0%	-5%	-27%	-24%	3%	0%
BRCA1 expr up	-18%	29%	-10%	2%	-1%	-2%	2%	-15%
Tb PFK block	-7%	-3%	?	-4%	19%	-9%	-1%	7%
Rab9 promoter act	22%	8%	-1%	1%	-6%	-1%	-22%	-6%
ELG1 genotox	?	8%	0%	-3%	-5%	1%	0%	-6%
TRPV1 agonist	0	-2	?	0	16	-2	-2	3

9. NC(=NCCc1ccccc1)NS(=O)(=O)c1ccc(F)cc1
10. CN(CC(=O)Nc1cccc(F)c1)C(=O)c1cccc(N2C(=O)CCC2=O)c1
11. COc1ccc(CCNC(=O)C2CC3Cn4c(nc5ccccc54)C3N2C)cc1 (centres undefined)
12. COc1cc(-c2cc(=O)c3ccccc3o2)ccc1O
13. CN1C(N)=NC(=O)/C1=C/c1ccccc1F
14. Cc1ccc(-n2ncc3c(=O)[nH]c(SCC(=O)N4CCN(c5ccccc5)CC4)nc32)cc1
15. COc1ccc(NC(=O)C2CC2)cc1NS(=O)(=O)c1ccc(F)cc1
16. Cn1c(=O)cc(N2CCN(C(=O)c3ccco3)CC2)[nH]c1=O
entry no.	9	10	11	12	13	14	15	16
FLuc counter	2%	4%	-1%	?	-1%	2%	1%	0%
Gal4-VP16 FLuc	-2%	·	19%	-9%&3%	8%	0%	-1%	-13%
NPC1 promoter act	0%	-6%	-2%	21%	-3%	-1%	1%	-8%
p53 reactivation	-10%	0%	-3%	16%	-1%	14%	1%	2%
RORgamma inh	2%	·	-6%	-21%&-14%	-26%	-1%	-11%	9%
ELG1 DNA repair	-7%	11%	8%	?	-9%	?	-3%	13%
BRCA1 expr up	1%	1%	-7%	?	-5%	-14%	-3%	3%
Tb PFK block	1%	-1%	2%	2%	3%	-3%	-1%	-6%
Rab9 promoter act	-3%	0%	-7%	?	-4%	-3%	-4%	3%
ELG1 genotox	-4%	-2%	2%	15µM*	2%	5%	0%	3%
TRPV1 agonist	-1	0	2	3	-2	2	-3	-1

17. O=C(NCCCN1CCOCC1)c1ccc(-n2nc(C(F)(F)F)cc2-c2cccs2)cc1
18. COc1ccc(CCNC(=O)CNC(=O)Cn2ccc3ccccc3c2=O)cc1OC
19. CC(C)(C)OC(=O)N1CCC[C@H]1C(=O)N/N=C/c1ccc2ncccc2c1
20. Cc1ccc(C)c(N2CCN(C(=O)CCCn3c(=O)c4cccn4c4cccnc43)CC2)c1
21. CCCC(=O)Nc1nnc(Cc2ccccc2)s1
22. Cc1ccccc1C(=O)Oc1ccccc1N1C(=O)C2CC=CCC2C1=O (centres undefined)
23. Cc1cccn2cc(CNC(=O)c3ccco3)nc12
24. Cc1ccc(C)c(S(=O)(=O)Nc2ccc3cn[nH]c3c2)c1
entry no.	17	18	19	20	21	22	23	24
FLuc counter	-1%	4%	?	1%	6%	2%	6%	0%
Gal4-VP16 FLuc	5%	-1%	19%	-5%	8%	4%	3%	·
NPC1 promoter act	-6%	-1%	-1%	0%	-1%	-1%	-1%	4%
p53 reactivation	-4%	-4%	-2%	7%	-1%	-9%	-1%	-5%
RORgamma inh	2%	-24%	18%	33%	-2%	8%	-6%	·
ELG1 DNA repair	15µM*	19%	0%	18µM*	12%	14%	0%	-3%
BRCA1 expr up	-15%	-14%	11%	-36%	15%	-44%	12%	-9%
Tb PFK block	2%	2%	15%	1%	0%	0%	-5%	-1%
Rab9 promoter act	-13%	-1%	14%	-4%	0%	1%	-1%	-3%
ELG1 genotox	-35%[inhibitor]	2%	0%	-12%	4%	1%	1%	1%
TRPV1 agonist	-2	1	3	-1	·	-5	-5	-5

25. O=C(COc1ccc2ccccc2c1Br)Nc1ccncc1
26. CSc1nc(N2CCOCC2)c2ccccc2n1
27. Nc1c(C(=O)c2cccs2)sc2nsc(SCCN3CCCCC3)c12
28. COC(=O)[C@@]12CCCN1[C@H](c1ccc(-c3ccc(Cl)c(Cl)c3)cc1)[C@H]1C(=O)N(C)C(=O)[C@H]12
29. CSc1ccccc1C(=O)NCC(c1ccco1)N1CCCCC1 (centres undefined)
30. Cc1ccc(C(=O)O)cc1S(=O)(=O)N1CCC(C(=O)O)CC1
31. COc1ccccc1N(C)S(=O)(=O)c1ccc(C(=O)N2CCC2)cc1
32. O=C(Cc1ccccc1)N/N=C/c1cc(Br)c(Br)o1
entry no.	25	26	27	28	29	30	31	32
FLuc counter	12µM*	1%	5.4µM*	7%	-2%	1%	11%	?
Gal4-VP16 FLuc	?	·	-6%	·	-3%	5%	·	-3%
NPC1 promoter act	-14%	-5%	?	0%	-5%	0%	-5%	17%
p53 reactivation	-3%	7%	24%	-15%	6%	-7%	-8%	22%
RORgamma inh	?	4%[0.365 µM]	22%	·	-2%	0%	·	39%
ELG1 DNA repair	10%	2%	?	?	-3%	-2%	17%	?
BRCA1 expr up	-16%	-39%	1%	0%	18%	2%	-41%	109%
Tb PFK block	-1%	-11%	0%	-12%	0%	21%	-2%	-7%
Rab9 promoter act	-11%	-7%	2.5µM*	-2%	-7%	0%	0%	?
ELG1 genotox	8%	8%	?	-3%	-2%	-1%	2%	13%
TRPV1 agonist	?	3	?	4	2	-1	1	-5

33. CC1CCc2nc(N)c(C#N)c(-c3cccn3C)c2C1 (centres undefined)
34. CN1C(=O)/C(=C/c2cn(CC(=O)N3CCCCC3)c3ccccc23)c2ccccc21
35. CC(C)N(Cc1nc(-c2ccccc2)no1)C(=O)COc1ccccc1
36. Cc1ccc(S(=O)(=O)N2CCC(n3nnc4cc(C)ccc43)CC2)cc1
entry no.	33	34	35	36
FLuc counter	8%	?	0%	0%
Gal4-VP16 FLuc	-1%	1%	?	5%
NPC1 promoter act	-5%	0%	0%	-4%
p53 reactivation	3%	-11%	-4%	-2%
RORgamma inh	-12%	7%	?	37%
ELG1 DNA repair	-17%	21µM*	-2%	-5%
BRCA1 expr up	-1%	·	-2%	-13%
Tb PFK block	3%	3%	3%	-2%
Rab9 promoter act	1%	-1%	9%	7%
ELG1 genotox	-1%	-14%	-2%	0%
TRPV1 agonist	8	10	0	-2
